Screening results (PubChem BioAssay)
CXXC DNA block: qHTS Fluorescence Polarization Assay for Inhibitors of MLL CXXC domain - DNA interaction. 0.037% of 290,000 active. Potency, µM (titrated, usually from 115 µM), for the others: top-dose activity change, negative = inhibition, actives largely listed as inhibitors. MLL-CXXC / FITC-HOXA9 DNA fluorescence polarization; active = well fitted inhibition curve with a large enough effect in the polarisation, with a control signal flat, not every such curve was filed as active; inconclusive = small, poorly fitted or top-dose-only effect, or effect the other way, or a change in a side signal; inactive = no such curve, though single readings can be large or run the other way; the % refers to the polarisation
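Fluorescence polarization: 7 uM MLL-CXXC (stock) preincubated 5 min with compounds, then 50 nM fluorescein-HOX-A9 DNA (stock) added; 30 min ambient. Buffer 50 mM Tris-HCl pH 7.5, 50 mM NaCl, 1 mM DTT, 0.05% BSA.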
BRCA1 expr up: qHTS Assay to Identify Small Molecule Activators of BRCA1 Expression; MCF7-BRCA1-FFLuc reporter, luminescence, 48 h; response scale: scaled: vehicle 0%, 10 µM genistein 100%; Potency, µM (top dose mostly 46.1 µM), for the others: at the top dose activation, usual class: activators; 1.1% of 380,000 active; also: nearly all actives have a fitted effect of over 80% in size; some results filed as inactive show a strong effect at the top dose
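Activators of BRCA1 expression were detected as increased firefly luciferase luminescence in engineered MCF7 cells after 48 h compound incubation. Signals were scaled to genistein 10 microM as full activation.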
NPC1 prom act: qHTS Assay for NPC1 Promoter Activators | Potency, µM (highest dose often 9.22 µM), for the others: at the highest dose activation, actives largely listed as activators | Huh7 NPC1 promoter luciferase reporter, 24 h | AID 485313, 2010 | 2.4% of 320,000 active;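 also: % of control where 0% means no effect; nearly all actives have a fitted effect of over 60% in size; reporter is driven by a mutant NPC1 promoter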
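In 1536-well qHTS, Huh7 cells harboring an NPC1 promoter–luciferase construct received compound for 24 h; activation was quantified by luminescence following luciferase reagent addition.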
FLuc counter: qHTS profiling assay for firefly luciferase inhibitor/activator using purifed enzyme and Km concentrations of substrates (counterscreen for miR-21 project); Luciferin 4-monooxygenase (Photinus pyralis), P08659; purified FLuc, Km substrates, luminescence inhibition; Potency, µM (titrated, usually from 57.5 µM), without a hit: at the highest dose activity change, negative = inhibition, actives largely listed as inhibitors; 6.9% of 360,000 active; AID 588342, 2011;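 also: plate controls were vehicle for no effect and reference inhibitor for full effect; nearly all actives have a fitted effect of over 55% in size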
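Biochemical qHTS of compounds, final roughly 60 µM downward over six points, against 10 nM purified firefly luciferase using Km concentrations of substrates (10 uM D-luciferin, 10 uM ATP) in Tris acetate pH 7.5 buffer; luminescence output.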
RORg inh: qHTS for inhibitors of ROR gamma transcriptional activity; Nuclear receptor ROR-gamma (Mus musculus), P51450; Drosophila S2 Gal4-RORgamma UAS-luciferase reporter, 20 h; Potency, µM (titrated, usually from 53.6 µM), without a hit: at the highest dose activity change, negative = inhibition, actives largely listed as inhibitors; 5.4% of 310,000 active; also: % is scaled to controls: 0 for no effect and ±100 for the full control effect; nearly all actives have a fitted effect of over 60% in size
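Read-out: Photinus luciferase luminescence; inhibitors lower reporter signal. Insect Schneider cells with Gal4-ROR gamma fusion under metallothionein promoter, UAS reporter; 700 uM final copper sulfate induction, 20 hr, ambient temperature.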
uPA generation: qHTS for Inhibitors of Cell Surface uPA Generation | cell surface uPA generation assay, qHTS | Potency, µM (series often up to 38.3 µM), inactives show top-dose activity change, negative = inhibition, actives largely listed as inhibitors | 0.31% of 330,000 active | AID 540303, 2011; active = well fitted inhibition curve with a large enough effect; inconclusive = small, poorly fitted or top-dose-only effect; inactive = no such curve, though single readings can be large or run the other way; tested in mouse RAW 264.7 cells; also: % is scaled to controls: 0 for no effect and ±100 for the full control effect; nearly all actives have a fitted effect of over 55% in size
MBNL1 CUG block: qHTS Assay for Inhibitors of MBNL1-poly(CUG) RNA binding; Muscleblind-like protein 1 (Homo sapiens), Q9NR56; TR-FRET MBNL1-His/biotin-(CUG)12 binding, 665/545 ratio; Potency, µM (doses to about 57.5 µM), for inactives: at the highest dose activity change, negative = inhibition, actives largely listed as inhibitors; 0.036% of 280,000 active; active = well fitted inhibition curve with a large enough effect in the signal ratio, with a control signal flat, not every such curve was filed as active; inconclusive = small, poorly fitted or top-dose-only effect, or effect the other way, or a change in a side signal; inactive = no such curve, though single readings can be large or run the other way; the % refers to the signal ratio; also: % is scaled to controls: 0 for no effect and ±100 for the full control effect
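Compounds (final 92 nM to 58 uM) are added to His-tagged MBNL1 and biotin-(CUG)12, then terbium anti-His antibody and streptavidin-XL665 (5 nM final). After 60 min at room temperature, the 665/545 nm ratio is read.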
p53 reactivation: qHTS assay for re-activators of p53 using a Luc reporter | H1299 p53-A138V BP100-luciferase reporter, luminescence, 24 h | Potency, µM (doses to about 92.2 µM), for the others: at the highest dose activity change, positive = activation, actives largely listed as activators | 0.063% of 320,000 active; also: % of control where 0% means no effect; nearly all actives have a fitted effect of over 45% in size
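p53-null H1299 cells stably carrying temperature-sensitive p53-A138V and a BP100-luciferase reporter were pinned with compounds (4-point, 1:5 series) and held 24 hrs at 37 deg C. Luminescence was read 10 min after detection reagent.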
Gal4-VP16 FLuc: VP16 counterscreen qHTS for inhibitors of ROR gamma transcriptional activity; Drosophila S2 Gal4-VP16 UAS-luciferase, luminescence, 20 h; 3.5% of 310,000 active; Potency, µM (highest dose often 53.6 µM), for inactives: at the highest dose activity, negative = inhibition, most hits filed as inhibitors;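 also: Gal4-VP16 expression switched on by copper sulfate through the metallothionein promoter; % is scaled to controls: 0 for no effect and ±100 for the full control effect; nearly all actives have a fitted effect of over 50% in size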
Rab9 promoter act: qHTS Assay for Rab9 Promoter Activators; Potency, µM (top dose mostly 9.22 µM), without a hit: top-dose activation, negative = inhibition, actives largely listed as activators; AID 485297, 2010; Huh7 Rab9 promoter-luciferase reporter, luminescence, 24 h; 2.8% of 320,000 active; also: % of control where 0% means no effect; nearly all actives have a fitted effect of over 60% in size
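Quantitative HTS format; Huh7 Rab9-luciferase reporter cells (1500/well) receive compound 2 h post-plating, incubate 24 h at 37 °C, then get luciferase reagent for 10 min before luminescence reading.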
ELG1 genotoxic: qHTS screen for small molecules that induce genotoxicity in human embryonic kidney (HEK293T) cells expressing luciferase-tagged ELG1; HEK293T ELG1-luciferase reporter, luminescence, 16 h; 1.3% of 330,000 active; AID 504466, 2011; Potency, µM (top dose mostly 46 µM), for the others: at the highest dose activity change, positive = activation, usual class: activators; also: % of control where 0% means no effect; nearly all actives have a fitted effect of over 60% in size
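Quantitative HTS format in 1536-well plates. HEK293T ELG1-luciferase reporter cells receive test compound and are incubated 16 hr at 37 °C, 5% CO2; ONE-Glo added, 30 min room temperature, then luminescence read.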
Active calls of the source: *; ? = inconclusive; · = no result given; [ ] = remark or other dose. Unless noted, calls follow the shape of the dose curve; as a rule, active = well fitted curve in the direction sought with a large enough effect; inconclusive = small, poorly fitted or top-dose-only effect, or another doubt; inactive = no such curve, though single readings can be large; an effect the other way counts as inactive or inconclusive. Potency is read from the fitted curve at half-maximal effect.

The line under a structure holds: CXXC DNA block, BRCA1 expr up, NPC1 prom act, FLuc counter, RORg inh, uPA generation, MBNL1 CUG block, p53 reactivation, Gal4-VP16 FLuc, Rab9 promoter act, ELG1 genotoxic
CNC(C)C#Cc1ccc2oc3cccc(OC)c3c(=O)c2c1 (configuration not stated)
  10%, ?, 24%, 15µM*, ?, ?, 2%, ·, 1%, ?, ?
C/C(=N\NC(=O)C1CC1)c1ccc(NC(=O)c2ccc(Br)o2)cc1
  -13%, ·, ?, -4%, -20%, ·, 1%, 5%, 12%[10 µM], 12%[1.84 µM], ?
O=C(CSc1nc(-c2ccccc2)cc(=O)[nH]1)Nc1ccc(F)c(F)c1
  59%[activator], 24%, -5%, -2%, 11%, -5%, -7%, -1%, -3%, -5%, 3%
CCOc1cc(CNc2ccc(CNc3ncn[nH]3)cc2)ccc1OCc1ccccc1
  ?, -38%, -2%, 1%, 35%, 5%, ·, -4%, -23%, -5%, 1%
COc1ccccc1N(C)S(=O)(=O)c1ccc(C(=O)OCC(=O)N(C(C)C)C(C)C)cc1
  -5%, -5%, -1%, 1%, 4%, -1%, -2%, -2%, -1%, 13%, -2%
CCOc1ccccc1CNC(=O)Cn1ccc2cc(S(=O)(=O)N3CCC(C)CC3)ccc21
  7%, -38%, -5%, -1%, 1%, -3%, 5%, 0%, ?, -2%, -3%[9.26 µM]
COc1cccc(C(=O)Nc2c(F)c(F)c(F)c(F)c2F)c1
  2%, 5%, -2%, -21%, 18%, ·, -6%, 14%, -1%, -8%, 0%
COc1ccc(C(=O)NCC2OCCc3ccccc32)cc1 (configuration not stated)
  13%, 64%, 29%, 15µM*, 10%, -1%, 1%, 1%, -7%, 17%, 7%
[O-][n+]1onc2c3cc(-c4ccccc4)nnc3ccc21
  -1%, -75%, 15%, 1%, -1%, -3%, ?, 6%, -5%, -2%, -1%
CCn1c(C)nc2cc(C(=O)NNS(=O)(=O)c3ccc(C)cc3C)ccc21
  2%, 3%, -2%, -1%, -18%, ·, -4%, -5%, ?, 0%, 4%
CCCN(Cc1cc2cc(C)ccc2[nH]c1=O)C(=O)c1cccc(OC)c1
  -6%, -13%, 1%, 4%, ?, 1%, -9%, -10%, 1%[0.365 µM], -3%, -6%
N#Cc1c(N)n(-c2ccc(N)cc2)c2nc3ccccc3nc12
  -5%, -19%, -6%, 3%, -17%, 0%, ·, -2%, 0%, 1%, 3%
O=C(NCc1ccco1)c1ccc(COc2cc(Cl)ccc2Cl)cc1
  16%, 7.9µM*, 14%, ?, 17%, -2%, ?, ?, 1%, 21%, 1%
CC1(C)O[C@@H]2[C@H](O1)[C@@H](COS(=O)(=O)O)O[C@H]2n1cnc2c(=O)[nH]cnc21
  ·, 11%, 0%, -1%, ·, 19%, ·, -8%, ·, -4%, 0%
Cc1nn(-c2ccccc2)c2nc(Cl)c(C(=O)O)cc12
  7%, -2%, -8%, 4%, 9%[10 µM], -6%, ·, -1%, -9%, -4%, 1%
O=C(COc1ccc(C(=O)NCC2CCCO2)cc1)Nc1cccc(C(F)(F)F)c1 (configuration not stated)
  ·, -8%, 3%, -8%, ·, 6%, ·, -8%, ·, 2%, -13%
CCCc1nn(C)c2c(=O)[nH]c(-c3ccccc3OCC)nc12
  1%, -5%, -1%, -2%, -6%, 1%, ·, 6%, -11%, -13%, -3%
CC(=O)c1cccc(NC(=O)NC(C)c2ccc3c(c2)OCO3)c1 (configuration not stated)
  1%, 6%, 2%, 0%, 37%, 4%, -4%, -5%, -8%, 1%, -5%
COc1ccccc1N1CCN(C(=O)CCc2ccc(S(=O)(=O)NC(C)C)cc2)CC1
  15%, -17%, -1%, 2%, 0%[10 µM], -2%, 4%, -1%, 1%, -11%, -10%
Cc1cccc(NC(=O)C2CC(=O)N(c3ccc4c(c3)OCCO4)C2)n1 (configuration not stated)
  ·, 1%, -3%, -5%, ·, 21%, ·, 13%, ·, -1%, -1%
CC(C)N1C(=O)CCC1C(=O)N1CCC(Cc2ccccc2)CC1 (configuration not stated)
  1%, 3%, -2%, 5%, -2%, 5%, -28%, -8%, -7%, -1%, -1%
Cc1ccc(-c2cc(C(=O)OC3CCOC3=O)c3ccccc3n2)c(C)c1 (configuration not stated)
  6%, -32%, -8%, -1%, 2%, -6%, 9%, 0%, 8%[10 µM], -3%, -2%
COc1ccc(-c2nn(-c3ccccc3)cc2/C=C(\C#N)S(=O)(=O)c2ccccc2)cc1OC
  11%, -27%, 3%, -2%, -15%, ?, ·, -4%, 3%, 1%, 2%
Cc1cc(C)n(S(=O)(=O)c2cccc(Cl)c2Cl)n1
  19%, -3%, -2%, 2%, 12%, 7%, 5%, 1%, -13%, -4%, -1%
Cn1cccc1Cc1nnc(SCC(=O)N2CCc3ccccc32)n1CCc1ccccc1
  3%, 2%, -2%, -3%, 36%, 14%, -5%, 0%, -7%, -2%, -45%[inhibitor]
Cc1cc(C)c2nc3s/c(=C/c4ccc5c(c4)n(C)c(=O)n5C)c(=O)n3c2c1
  -4%, ·, 0%, 0%, 5%, ·, -13%, 11%, -4%, -3%, -9%
Cc1cc(SC2CCOC2=O)nc2ccccc12 (configuration not stated)
  -1%, 0%, -3%, -6%, 2%, 6%, -4%, -4%, -5%, 9%, 0%
CCOc1cc(NC(=S)NCC2CCCO2)c(OCC)cc1NC(=O)c1ccccc1F (configuration not stated)
  -4%, -29%, -5%, 0%, 3.2µM*, 12%, -5%, 0%, 7.9µM*, 0%, -9%
CC1CN(S(=O)(=O)c2cn(C)c(=O)n(C)c2=O)CC(C)O1 (configuration not stated)
  4%, -8%, 0%, 8%, 8%, -13%, -12%, 5%, -2%, 0%, 5%
COc1ccc(-c2cc(C(=O)N3CCCC3)no2)cc1
  9%, -29%, 0.4µM*, 1.2µM*, 4µM*, -3%, -1%, 15%, 10µM*, 0.63µM*, 2.9µM*
CCN(CC)CCNC(=O)CCc1c(C)nc2c(c(C)nn2-c2ccc(C)cc2)c1C
  3%, -75%, 1%, -1%, ?, ?, -12%, -5%, ?, -16%, 10%
CC1(C)CC(NC(=O)C2CCN(S(=O)(=O)c3cccc(C(F)(F)F)c3)CC2)CC(C)(C)N1
  ·, -10%, -7%, -2%, ·, 10%, ·, 24%, ·, -2%, 2%
O=C(c1ccco1)N1CCN(CC(=O)N2CCCc3c2c(=O)oc2ccc(O)cc32)CC1
  -1%, 6%, 2%, 5%, 5%, ·, 20%, 12%, -12%, -6%, -3%
CCc1nc(SCC(=O)Nc2nnc(CC)s2)c2c(=O)n(C)c(=O)n(C)c2n1
  17%, -53%, -4%, 3%, 36%, -14%, 2%, -4%, ?, -10%, -9%
CCOC(=O)Nc1ccc2c(c1)N(C(=O)CN1CCN(C)CC1)c1ccccc1S2
  4%, -25%, -2%, -3%, 12%, ·, -7%, -10%, -12%, -11%, 0%
Cc1ccc(-n2cccc2/C=C2/C(=N)N3C(=NC2=O)SN=C3S(C)(=O)=O)cc1Cl
  4%, -6%, -4%, -4%, -21%, -2%, 5%, 4%, -8%, 3%, 5%
Cc1ccc(Cl)cc1Nc1nc(-c2sc(NC(=O)C(C)(C)C)nc2C)cs1
  0%, -34%, -1%, 4%, ?, ?, 42%[activator], -8%, 11µM*, -4%, 0%
CCOC(=O)C1=C(c2ccccc2)c2ccc(OC)cc2N(S(=O)(=O)C(F)(F)F)C1C(=O)OCC (configuration not stated)
  ·, -20%, ·, ·, 7%[40.7 µM], 5%, ·, -3%, 3%[40.7 µM], ·, -3%
CCOc1ccc(/C=N/NC(=O)c2ccccc2C)cc1CN1CC2CC(C1)c1cccc(=O)n1C2 (configuration not stated)
  ·, -2%, -1%, 3%, ·, 5%, ·, -8%, ·, 1%, 2%
Cc1ccccc1N1CC(C(=O)N2CC(C)OC(C)C2)CC1=O (configuration not stated)
  ?, -15%, 1%, 2%, -15%, 4%, -7%, 2%, 6%, 5%, -1%
Cc1sc(NC(=O)c2cccs2)c(C(=O)OC(C)C)c1C
  1%, -18%, -2%, -1%, 45%, -2%, 18%, 3%, 0%, 1%, 1%
CCc1c(C)sc(NC(=O)c2ccco2)c1C(=O)N1CCOCC1
  -5%, -20%, 0%, 2%, 5%, ·, 4%, 6%, -3%, -10%, 0%

An excerpt (hit frequency here may not be typical).
